High-throughput results as filed in PubChem.
PGK inhibitor – T. brucei PGK inhibition; PGK/GAPDH coupled, Kinase-Glo luminescence, 60 min; P07378; 380,000 compounds, 0.043% hits; Potency, µM (series often up to 57.5 µM), for inactives: at the highest dose activity change, negative = inhibition, most hits filed as inhibitors; further: on the % scale 0 is the no-effect control and ±100 the full control effect; nearly all actives have a fitted effect of over 60% in size
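Recombinant glycosomal PGK reaction used 1,3-bisphosphoglycerate generated in-well by GAPDH (100nM final) in 100mM TEA pH 7.6, 5mM MgCl2, 0.01% Tween-20. After 60 minutes at room temperature, ATP was read by Kinase-Glo Plus luminescence end-point.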
BAZ2B block – BAZ2B (human) inhibition; Q9UIF8; AlphaScreen BAZ2B-H3K14Ac peptide displacement; Potency, µM (titrated, usually from 114 µM), without a hit: at the highest dose activity change, negative = inhibition, most hits filed as inhibitors; 360,000 compounds, 4.4% hits; AID 504333; further: on the % scale 0 is the no-effect control and ±100 the full control effect; nearly all actives have a fitted effect of over 60% in size
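AlphaScreen displacement of biotin-H3(5-23)K14Ac peptide (50 nM final) from BAZ2B (50 nM final) in PBS pH 7.4, 0.01% Tween-20; complex preformed 30 min RT, then compounds (top 110 uM) 30 min RT, beads 20 min dark.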
Pol iota inh – blocks human DNA polymerase iota activity; Pol iota fluorescent replication assay, 10 min; 390,000 compounds, 1% hits; AID 588590; Potency, µM (doses to about 115 µM), for the others: at the highest dose activity, negative = inhibition, most hits filed as inhibitors
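Fluorescent replication assay read twice, at 0 min and 10 min after adding 50 nM (final) substrate. Enzyme (10 nM) and compounds were first incubated 15 min at room temperature; enzyme-free buffer wells were negative controls.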
BLM inh – Bloom syndrome helicase (human) inhibition | P54132 | recombinant BLM DNA unwinding, fluorescence dequenching | Potency, µM (doses to about 56.1 µM), without a hit: at the highest dose activity change, negative = inhibition, hits mostly inhibitors | 350,000 compounds, 0.2% hits | AID 2528;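 further: plate controls were vehicle for no effect and no enzyme for full effect; nearly all actives have a fitted effect of over 35% in size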
Target sequence (P54132 whole entry, looked up): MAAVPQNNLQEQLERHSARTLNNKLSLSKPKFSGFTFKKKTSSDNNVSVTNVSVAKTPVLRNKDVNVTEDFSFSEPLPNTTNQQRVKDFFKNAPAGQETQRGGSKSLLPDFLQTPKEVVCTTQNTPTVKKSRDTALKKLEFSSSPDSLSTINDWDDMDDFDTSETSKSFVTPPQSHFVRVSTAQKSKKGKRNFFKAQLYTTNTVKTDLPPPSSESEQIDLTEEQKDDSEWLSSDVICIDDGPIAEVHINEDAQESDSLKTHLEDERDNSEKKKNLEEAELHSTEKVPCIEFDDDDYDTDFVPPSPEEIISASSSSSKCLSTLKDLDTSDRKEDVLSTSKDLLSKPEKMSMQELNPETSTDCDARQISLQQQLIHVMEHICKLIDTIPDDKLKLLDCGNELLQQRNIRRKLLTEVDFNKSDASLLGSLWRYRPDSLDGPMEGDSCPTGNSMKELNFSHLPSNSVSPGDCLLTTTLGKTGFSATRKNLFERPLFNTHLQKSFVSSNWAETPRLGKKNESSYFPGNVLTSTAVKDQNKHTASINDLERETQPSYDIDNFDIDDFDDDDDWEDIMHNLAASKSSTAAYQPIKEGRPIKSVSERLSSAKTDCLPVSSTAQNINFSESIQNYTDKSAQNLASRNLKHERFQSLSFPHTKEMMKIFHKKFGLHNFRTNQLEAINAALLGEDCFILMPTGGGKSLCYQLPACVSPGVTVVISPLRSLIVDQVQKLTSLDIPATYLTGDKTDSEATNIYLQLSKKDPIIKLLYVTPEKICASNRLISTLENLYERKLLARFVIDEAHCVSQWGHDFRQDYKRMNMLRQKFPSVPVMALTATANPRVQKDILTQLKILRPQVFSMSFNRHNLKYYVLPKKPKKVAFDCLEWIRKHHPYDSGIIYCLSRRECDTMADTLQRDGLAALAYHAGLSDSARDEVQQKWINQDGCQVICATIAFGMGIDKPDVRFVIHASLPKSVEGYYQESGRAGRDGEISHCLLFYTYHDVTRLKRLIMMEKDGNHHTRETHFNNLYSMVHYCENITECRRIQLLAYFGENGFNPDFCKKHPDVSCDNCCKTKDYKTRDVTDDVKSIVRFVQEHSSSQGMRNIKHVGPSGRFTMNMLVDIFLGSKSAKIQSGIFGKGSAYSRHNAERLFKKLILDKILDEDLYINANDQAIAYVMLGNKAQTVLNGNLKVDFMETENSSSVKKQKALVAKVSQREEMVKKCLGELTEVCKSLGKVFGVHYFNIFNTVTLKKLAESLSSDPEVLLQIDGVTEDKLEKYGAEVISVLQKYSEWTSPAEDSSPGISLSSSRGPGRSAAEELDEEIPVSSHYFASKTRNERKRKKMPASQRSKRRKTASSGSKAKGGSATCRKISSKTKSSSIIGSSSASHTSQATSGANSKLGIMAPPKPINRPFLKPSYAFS
HP1b chromo inh – HP1-beta chromodomain-methylated histone interaction inhibition. Potency, µM (highest dose often 114 µM), without a hit: at the highest dose activity change, negative = inhibition, hits mostly inhibitors. AlphaScreen HP1-beta / biotin-H3K9me3 peptide binding. P83916. 390,000 compounds, 0.56% hits. AID 540317; further: nearly all actives have a fitted effect of over 70% in size; inactives centre near 23
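Compound inhibition of the preformed complex between 50 nM HP1-beta and 50 nM biotinylated H3K9me3 peptide was read by AlphaScreen. Buffer was PBS pH 7.4 with 0.01% Tween-20. Incubations ran 30 min at room temperature, with 10 ug/mL donor/acceptor beads.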
G9a block – blocks human histone lysine methyltransferase G9a. G9a H3K9 monomethylation, AlphaScreen, 2 h. 350,000 compounds, 8.8% hits. Potency, µM (series often up to 102 µM), without a hit: at the top dose activity, negative = inhibition, actives largely listed as inhibitors. Q96KQ7; further: on the % scale 0 is the no-effect control and ±100 the full control effect; nearly all actives have a fitted effect of over 75% in size
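AlphaScreen detection with an anti-monomethyl H3K9 antibody quantified product after a 2 h room-temperature reaction containing 500 nM biotinylated H3K9 peptide, 20 µM SAM and 20 nM enzyme, which had been preincubated 15 min with compound.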
JMJD2A Tudor inh – inhibitors of human JMJD2A Tudor domain; O75164; AlphaScreen JMJD2A-Tudor / H3K4me3 peptide binding; Potency, µM (titrated, usually from 114 µM), without a hit: at the top dose activity change, negative = inhibition, most hits filed as inhibitors; 390,000 compounds, 4.4% hits; AID 504339; further: on the % scale 0 is the no-effect control and ±100 the full control effect; nearly all actives have a fitted effect of over 50% in size
Pin1 inh – blocks the human prolyl isomerase Pin1. Q13526. Pin1 FP peptide displacement, HiFluor488, 10 min. Potency, µM (doses to about 115 µM), for inactives: at the highest dose activity, negative = inhibition, hits mostly inhibitors. 390,000 compounds, 0.009% hits. AID 504891; active means well fitted inhibition curve with a large enough effect in the polarisation, with a control signal flat, not every such curve was filed as active; inconclusive means small, poorly fitted or top-dose-only effect, or effect the other way, or a change in a side signal; inactive means no such curve, though single readings can be large or run the other way; the % refers to the polarisation; further: on the % scale 0 is the no-effect control and ±100 the full control effect
GLS inhibitor – inhibitors of human glutaminase (GLS); Potency, µM (titrated, usually from 45.5 µM), without a hit: top-dose activity change, negative = inhibition, usual class: inhibitors; AID 624170; GLS enzymatic activity, qHTS titration; 410,000 compounds, 0.21% hits; O94925; further: on the % scale 0 is the no-effect control and ±100 the full control effect
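Read-out is an Amplex red fluorescence increase coupled through glutamate oxidase and HRP, measured before and after 30 min room-temperature incubation. hKGA is in 45 mM KH2PO4 (pH 8.2) with 0.02% Tween-20; glutamine added as 1mM solution.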
* = called active by the depositor; i = inactive; ? = inconclusive; · = not tested or not shown; & = joins results of further samples; [ ] = remark or other dose. Unless noted, the call rests on the fitted dose curve; in most records, active means well fitted curve in the direction sought with a large enough effect; inconclusive means small, poorly fitted or top-dose-only effect, or another doubt; inactive means no such curve, though single readings can be large; an effect the other way counts as inactive or inconclusive. Potency means the concentration at half of the fitted maximal effect.

SMILES	PGK inhibitor	BAZ2B block	Pol iota inh	BLM inh	HP1b chromo inh	G9a block	JMJD2A Tudor inh	Pin1 inh	GLS inhibitor
O=C(NCC1CCCCC1)c1cccc(Br)c1	-7%	3%	1%	0%	35%	14%[59 µM]	-1%	0%	10%
CS(=O)(=O)c1ccccc1-c1nc(-c2ccc(C(F)(F)F)cc2)no1	-1%	-4%	-2%	-14%	62%[activator]	10%	12%	1%	-11%
Cc1ccc(C(C)C)c(OCC(=O)c2c(O)c3ccccc3oc2=O)c1	i	·	-2%	·	-1%	·	45µM*	-2%	12%
COc1ccc(-c2csc(N(CCc3ccccc3)C(=O)COc3ccccc3)n2)cc1	1%	0%	10%	-5%	13%	-5%[59 µM]	-8%	15%	5%
Cc1ccc(-n2c(SCC(N)=O)nc(O)cc2=O)cc1	-1%	-4%	1%	-12%	34%	16%	1%	21%	9%
CC(=O)c1cccc(NS(=O)(=O)c2c(C)noc2C)c1	5%	-2%[57.1 µM]	56%[activator]	-1%	27%	11%	-2%	-4%	0%
CC1CCC(NC(=O)CCc2cn(Cc3ccc(F)cc3)c3ccccc23)CC1 (stereo not given)	1%	-14%	13%	1%	25%	-31%[59 µM]	-13%	-2%	4%
Cc1c(NC(=S)NC(=O)c2cc3ccccc3o2)cccc1C(=O)O	6%	1%	-1%	-1%	20%	88%[activator]	-7%	-2%	13%
COc1ccc(N(CC(=O)Nc2cccc(C(=O)O)c2)S(=O)(=O)c2c(C)noc2C)cc1	-4%	-21%	5%	-2%	-5%	32%[0.501 µM]	-17%	4%	-7%
CCOC(=O)c1c(C)oc2nc(C)nc(NCc3ccccc3Cl)c12	i	0%[57.1 µM]	45%[activator]	-2%	52%[activator]	-5%[59 µM]	20%	1%	-7%
CCc1cc2c(cc3c(=O)n(CC(=O)NC(C)C)nc(CC)n32)s1	-1%	4%	31%[activator]	-1%	42%[activator]	-5%[59 µM]	8%	2%	1%
CC(=O)NCC1CCCN(C(=O)c2oc3c(F)cccc3c2C)C1 (stereo not given)	i	?	20%	-1%	19%[57 µM]	2%	-12%	0%	4%
CC1CCCCN1N=Nc1nc2c([nH]1)c(=O)n(C)c(=O)n2C (stereo not given)	6%	·	36%[activator]	·	-25%[57 µM]	·	?	1%	-2%
NC(=O)c1nsc(C(=O)N(c2ccccc2)C(C(=O)NC2CCCCC2)c2ccc(O)cc2)c1N (stereo not given)	3%	5%	5%	-1%	1%	10%	-11%	-3%	2%
Cc1sc(C2C(C#N)=C(N)N(c3cccc(Cl)c3)C3=C2C(=O)CCC3)cc1CN1CCOCC1 (stereo not given)	1%	?	?	-3%	2%	16µM*	?	?	-13%
Cc1ccc(S(=O)(=O)N2CCN(C(=O)CSC3CCCC3)CC2)c(C)c1	0%	1%	-14%	-5%	7%	2%[12.7 µM]	-29%	-2%	14%
Cc1nc(N)sc1-c1csc(N(C)c2ccc(O)cc2)n1	-1%	-69%	1%	-5%	-54%	45µM*	56µM*	1%	51%[activator]
CCn1nnnc1NCc1cccn1C	0%	?	?	-2%	19%	-36%[12.7 µM]	-14%	?	0%
COc1cccc2sc3cc(NCC[C@@H]4CCCN4C)ccc3c(=O)c12	-9%	·	?	·	24%	·	-22%	?	2%
Brc1ccccc1Cn1c(-c2cscn2)nc2ccccc21	4%	-8%	8%	-5%	23%	-3%	?	-1%	14%
O=C(NCCCN1CCOCC1)c1cc(-c2ccco2)nc2ccccc12	i	·	10µM*	·	-6%	·	50µM*	?	116%[activator]
C=CCN1C(=O)N(c2ccccc2)C(=O)C1CC(=O)Nc1ccc(OC)cc1 (stereo not given)	-6%	6%	72%[activator]	1%	47%[activator]	5%[0.501 µM]	1%	-2%	3%
CC1(C)C(=O)Nc2ccccc2N1C(=O)COc1ccc(C#N)cc1	-6%	·	?	·	3%	·	-16%	-4%	-10%
CCOCCCn1c(C)nc2c(c1=O)c1nc3ccccc3nc1n2-c1ccc(C)cc1	i	15%	-6%[58.9 µM]	-2%	9%	-11%[59 µM]	-11%	-11%	9%
Cc1cccc2c(=O)c(C(=O)NCCc3ccccc3)c[nH]c12	-5%	-27%	30%[activator]	-18%	16%	38%	-25%	0%	0%
SMILES	PGK inhibitor	BAZ2B block	Pol iota inh	BLM inh	HP1b chromo inh	G9a block	JMJD2A Tudor inh	Pin1 inh	GLS inhibitor
COc1ccc(C(C(=O)NCC2CCCO2)N(Cc2cccs2)C(=O)c2snc(C(N)=O)c2N)cc1 (stereo not given)	-10%	3%	110%[activator]	-2%	6%	-23%	-17%	-2%	1%
CCOCCCn1c(SCC(=O)NC2CCCC2)nc2ccccc2c1=O	8%	13%	10%	1%	23%	41%[0.501 µM]	?	5%	15%
N#C/C(=C\c1cccs1)C(=O)NCC1CCCO1 (stereo not given)	1%	?	18%	-1%	54%[activator]	92%[activator][59 µM]	-11%	0%	-11%
Cc1c(S(=O)(=O)Nc2ccc(Oc3ccccc3)cc2)c(=O)n(C)c(=O)n1C	-11%	-14%	31%[activator]	-4%	25%	27%	-12%	8%	0%
CCOc1ccc(NC(=O)CN2C(C(=O)OC)=C(c3ccccc3)c3cc(Cl)ccc3S2(=O)=O)cc1	-1%	-4%	14%	-11%	17%	-9%[59 µM]	-6%	1%	5%
Cc1ccccc1NC(=O)COC(=O)c1ccc(S(=O)(=O)N2CCCCCC2)cc1	-6%	1%	3%	·	24%	-35%	-3%	2%	-3%
Cc1ccc2oc(C(=O)Nc3nnc(CC(C)C)s3)cc(=O)c2c1	i	-3%	30%	0%	49%[activator]	5%[59 µM]	-5%	-9%	-11%
CC#CC[N+](C)(C)CCCCCCCC	-7%	-8%	0%	-1%	31%	8%	8%	1%	-1%
CCC(=O)N1CCc2cc(S(=O)(=O)CCC(=O)N3CCN(c4ccc(C(C)=O)cc4)CC3)ccc21	-3%&-8%	-16%	2%&25%	1%&-3%	23%&36%	9%	-3%&-5%	0%&1%	-8%&-4%
CC1CCc2c(nc3nc[nH]n3c2=O)C1 (stereo not given)	5%	7%	0%	1%	32%	9%	-11%	-9%	18%
CNC(=O)C1Cc2ccccc2CN1S(=O)(=O)c1ccc(OC)c(OC)c1 (stereo not given)	4%	-4%	100%[activator]	-6%	7%	-3%[0.501 µM]	-4%	4%	-10%
CN1C(=O)c2ccccc2Sc2ccc(NC(=O)N3CCN(c4ccccc4)CC3)cc21	7%	-36%	-28%	-3%	18%	0%[59 µM]	-19%	3%	12%
O=S(=O)(Nc1cccc2[nH]ncc12)c1cccs1	6%	1%	76%[activator]	-1%	8%	·	-10%	4%	1%
COc1ccc(C(=O)C2CCN(C(=O)c3ccc(F)cc3)CC2)cc1	-2%	1%	106%[activator]	1%	9%	·	-9%	-2%	-5%
O=S(=O)(c1ccc2nc(Nc3ccc(Br)cc3F)ccc2c1)N1CCCC1	3%	-16%	1%	-3%	38%[activator]	-9%[59 µM]	-6%	3%	4%
N#Cc1cc(-c2ccccc2)nnc1Oc1ccccc1	-8%	-30%	2%	-3%	18%	83%[activator][59 µM]	2%	10%	-1%
NC(=O)C1(N2CCCCC2)CCN(C(=S)Nc2ccc(F)c(Cl)c2)CC1	-15%	3%	-3%	-1%	11%	·	-9%	-1%	0%
CCCCC(SCC(=O)Nc1ccccc1)C(=O)O (stereo not given)	1%	-6%	0%	0%	14%	-30%[12.7 µM]	-23%	5%	7%
NNC(=O)c1ccc(COc2cccc3ccccc23)cc1	5%	-34%	12%	-7%	38%	30%[59 µM]	-10%	-5%	0%
CCC(C(=O)NCCC(C)C)n1ccc2cc(S(=O)(=O)N3CCCCC3)ccc21 (stereo not given)	-10%	-24%	-6%	-8%	55%[activator]	-34%[59 µM]	-8%	-1%	5%
CNc1ccc([N+](=O)[O-])cc1C(=O)O	6%	-11%	-6%	-3%	55%[activator]	-9%	-3%	-4%	?
O=C1N=C(N2CCCCC2)S/C1=C\c1ccccc1F	1%	-1%	119%[activator]	-4%	18%	20%	-15%	2%	-9%
O=C(O)c1ccccc1OCCN1CCCC1=O	-14%	-8%	136%[activator]	1%	45%	3%	-11%	-3%	-11%
CCc1nnc(NC(=O)CSc2nccn2Cc2ccc(C)cc2)s1	1%	-36%	-4%	-1%	0%[57 µM]	-1%[59 µM]	-35%	-1%	9%
CNC(=S)NC12CC3CC(CC(C3)C1)C2	-7%	?	81%[activator]	-2%	24%	·	-13%	-5%	3%
COc1ccc(CN2C(=O)NC3(CCCC3)C2=O)cc1F	0%	-6%	36%[activator]	-3%	33%	6%	1%	-7%	-12%
Cc1cc(NC(=O)CN2C(=O)NC(C)(c3ccc(Cl)cc3)C2=O)no1 (stereo not given)	-11%	-4%	9%	9%	20%	-35%	-19%	-6%	0%
Cc1ccc(-c2nnn3c2nc(N2CCC(C)CC2)c2ccccc23)cc1	0%	33%	-14%	-9%	131%[activator]	56%[activator][59 µM]	51%[activator]	-2%	0%
CCCCCn1c(=O)[nH]c2cc(C(=O)N3CCN(c4ccccc4)CC3)ccc2c1=O	0%	1%	-1%	-1%	21%	5%[59 µM]	3%	-1%	-5%
O=C(CN1C(=O)/C(=C2\SC(=S)N(C3CCS(=O)(=O)C3)C2=O)c2ccccc21)Nc1ccccc1 (stereo not given)	0%	6%	110%[activator]	3%	-11%	25µM*	-9%	-4%	-9%

Entries of single compounds, looked up by structure.
O=C(CN1C(=O)/C(=C2\SC(=S)N(C3CCS(=O)(=O)C3)C2=O)c2ccccc21)Nc1ccccc1 (stereo not given) is entered as PGK inhibitor = 0%; BAZ2B block = 6%; Pol iota inh = 110%[activator]; BLM inh = 3%; HP1b chromo inh = -11%; G9a block = 25µM*; JMJD2A Tudor inh = -9%; Pin1 inh = -4%; GLS inhibitor = -9%
CNC(=O)C1Cc2ccccc2CN1S(=O)(=O)c1ccc(OC)c(OC)c1 (stereo not given) is entered as PGK inhibitor = 4%; BAZ2B block = -4%; Pol iota inh = 100%[activator]; BLM inh = -6%; HP1b chromo inh = 7%; G9a block = -3%[0.501 µM]; JMJD2A Tudor inh = -4%; Pin1 inh = 4%; GLS inhibitor = -10%

This is a subset; rates above refer to the full screens.
